ROMK primary: ROMK potassium channel modulators, primary screen, cell-based, thallium flux, MLSMR library; ATP-sensitive inward rectifier potassium channel 1 (Homo sapiens), P48048; Tet-inducible ROMK, thallium flux fluorescence; actives lie on both sides; B-score at 10 µM; 130,000 compounds, 2% hits;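 active means signal ratio slope over the read window, or its plate-corrected B-score, at least 3 SD from the plate mean, either direction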;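 further: B-score of the F/F0 ratio slope over 7 to 12 s after thallium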
Target sequence (P48048 whole entry, looked up): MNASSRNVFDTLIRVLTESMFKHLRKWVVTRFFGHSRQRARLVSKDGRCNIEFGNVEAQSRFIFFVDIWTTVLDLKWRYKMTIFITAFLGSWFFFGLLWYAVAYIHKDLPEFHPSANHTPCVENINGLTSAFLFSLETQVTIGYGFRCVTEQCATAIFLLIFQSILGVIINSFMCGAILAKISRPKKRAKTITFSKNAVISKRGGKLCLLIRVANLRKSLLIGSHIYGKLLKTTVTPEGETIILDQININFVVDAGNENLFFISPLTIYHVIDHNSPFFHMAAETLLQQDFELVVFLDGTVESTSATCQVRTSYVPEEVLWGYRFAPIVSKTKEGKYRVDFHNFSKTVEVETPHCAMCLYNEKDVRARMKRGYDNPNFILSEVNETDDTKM
S1P3 antagonist: S1P3 receptor antagonists, primary screen, cell-based. Sphingosine 1-phosphate receptor 3 (Homo sapiens), Q99500. CHO S1P3 NFAT-BLA reporter, FRET fluorescence, antagonist mode. inhibition, % at 4.98 µM. 170,000 compounds, 0.27% hits;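 active means inhibition above the plate cutoff, the mean inhibition of test wells on that plate plus 3 SD, cut at about 28% in these data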;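 further: cells challenged with S1P at its EC80 of 0.8 µM; blue over green emission ratio from cleaved BLA substrate after 4 h stimulation; 0% = S1P-stimulated wells and 100% = unstimulated DMSO-only wells; some compounds past the cut are filed as inactive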
Target sequence (Q99500 whole entry, looked up): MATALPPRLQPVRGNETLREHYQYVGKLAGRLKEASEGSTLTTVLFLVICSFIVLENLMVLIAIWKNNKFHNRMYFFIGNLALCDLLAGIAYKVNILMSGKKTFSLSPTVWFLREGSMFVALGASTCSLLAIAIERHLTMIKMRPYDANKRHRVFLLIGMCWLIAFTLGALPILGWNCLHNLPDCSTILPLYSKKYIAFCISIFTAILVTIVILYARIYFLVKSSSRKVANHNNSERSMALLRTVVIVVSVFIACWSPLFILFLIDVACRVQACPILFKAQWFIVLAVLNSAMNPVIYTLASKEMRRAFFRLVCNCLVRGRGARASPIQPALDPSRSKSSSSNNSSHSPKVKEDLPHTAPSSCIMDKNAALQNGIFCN
The depositor's hits bear a star.

SMILES | ROMK primary | S1P3 antagonist
CC(NC(=O)c1cnccn1)c1ccc(S(N)(=O)=O)cc1 (configuration not stated) | 0.065 | -19
COc1cc(/C=N/NC(=S)NCC2CCCO2)cc(OC)c1OC (configuration not stated) | -0.17 | -17
Nc1ccccc1SC1CC(=O)N(c2ccc3c(c2)OCCO3)C1=O (configuration not stated) | -0.028 | -6
COc1ccc(NC(=O)c2cc3c(=O)n(C)c4ccccc4c3n2C)cc1Cl | 1.4 | 5
CC(=O)Nc1sc(N/N=C\c2ccc(O)cc2)nc1-c1cccs1 | -0.76 | -10
Cc1ccc(-c2cc(C(=O)Nc3ccc(S(=O)(=O)Nc4ncccn4)cc3)[nH]n2)c(O)c1C | 0.22 | -1
O=C(C[n+]1cc(-c2ccc(F)cc2)n2c1CCC2)c1cccs1 | -0.089 | 10
COc1ccc(NC(=O)Nc2cc(C)cc(C)c2)cn1 | -0.29 | 12
Cn1nccc1NC(=O)Nc1cccc([N+](=O)[O-])c1 | 0.056 | -3
CC(C)OC(=O)Nc1ccc2c(c1)N(C(=O)N1CCN(C)CC1)c1ccccc1CC2 | -0.049 | -16
O=C(C1CCCN1S(=O)(=O)c1cccc2nsnc12)N1CCCCCC1 (configuration not stated) | -0.84 | -1
Cc1ccc(C)c(/C=N/Nc2nc3ccccc3c(=O)n2O)c1 | 0.51 | -4
C=C(C)C1Cc2c(C)nn(-c3cccc4cccnc34)c2C1 (configuration not stated) | -1 | 6
O=C1CC(C(=O)Nc2ccc(Br)cc2)S/C(=N\N=C\c2ccco2)N1 (configuration not stated) | 0.91 | 14
O=C1CCC/C1=C/Nc1cccc(F)c1 | 0.074 | 9

Sorted by molar mass (rising): part of the list above.
SMILES | ROMK primary | S1P3 antagonist
Cn1nccc1NC(=O)Nc1cccc([N+](=O)[O-])c1 | 0.056 | -3
COc1ccc(NC(=O)Nc2cc(C)cc(C)c2)cn1 | -0.29 | 12
Nc1ccccc1SC1CC(=O)N(c2ccc3c(c2)OCCO3)C1=O (configuration not stated) | -0.028 | -6

(next part)
SMILES | ROMK primary | S1P3 antagonist
C=CCOc1nc2c(c(=O)n(C)c(=O)n2C)n1Cc1ccccc1 | 0.43 | 4
Cc1ccc(Nc2nc(N)c([N+](=O)[O-])c(NCc3ccccc3)n2)cc1 | 0.034 | 8
CCOC(=O)c1c(C)nn(-c2ccc(NC(=O)/C=C/C(=O)O)cc2)c1C | -0.41 | -12
Cc1c(/C=C2\SC(=Nc3cccc(C(=O)O)c3)NC2=O)c2ccccc2n1C | -2.1 | -8
COc1ccc(N(C(=O)/C=C/c2ccccc2)C2=CC3CCC(C2)N3C)cc1 (configuration not stated) | -0.55 | 7
C(=C\c1ccccc1)/C=N/Nc1ccc2nncn2n1 | -0.93 | -1
O=C(O)CSc1nc(-c2ccccc2)c(-c2ccccc2)[nH]1 | 0.35 | 7
COc1ccc(CCNC(=O)CNC(=O)Cn2ccc3ccccc3c2=O)cc1OC | 0.31 | 11
O=C(CO/N=C/c1c(Cl)cccc1Cl)NNC(=O)c1ccc(Cl)cc1 | -0.41 | -9
S=c1[nH]nc(-c2ccncc2)n1/N=C/c1cn(-c2ccccc2)nc1-c1ccc(Cl)cc1 | 1.2 | -10
C[C@]12C[C@H](O)[C@@H]3c4ccc(O)cc4CCC3[C@@H]1CCC2=O (some centres not stated) | 0.075 | -10
O=C(c1ccc(F)cc1)N1CCN(c2ccc([N+](=O)[O-])cc2-n2cccc2)CC1 | -0.045 | 9
COc1cc(/C=N/NC(=O)C(=O)NCc2ccco2)cc(Cl)c1O | -0.85 | -9
COc1cc(C2c3c(oc4ccccc4c3=O)C(=O)N2c2nccs2)ccc1O (configuration not stated) | 0.2 | 1
Cc1cc(=O)n2c(n1)NC(Nc1cccc(C)c1C)=NC2c1ccc(F)cc1 (configuration not stated) | 0.011 | 0
O=C(O)c1ccccc1-c1ccccc1C(=O)NNc1ccc([N+](=O)[O-])cc1 | 0.12 | 4
Cc1cccc(/N=C/C2=C(O)CC(C)(C)CC2=O)n1 | -0.57 | 1
O=C(O)COc1ccccc1/C=N/NC(=O)c1cc(-c2ccccc2)nc2ccccc12 | 0.5 | 3
COc1cc(C2Nc3ccccc3C(=O)N2NS(C)(=O)=O)ccc1O (configuration not stated) | 0.58 | -8
CC(C)(CN1CCN(C(c2ccccc2)c2ccccc2)CC1)NS(=O)(=O)c1ccccc1 | 0.39 | 0
Cc1ccc([N+](=O)[O-])cc1S(=O)(=O)NCCc1cn2ccccc2n1 | -0.41 | -8
NS(=O)(=O)c1cccc(NS(=O)(=O)c2cccc(C(F)(F)F)c2)c1 | 0.32 | -8
N#Cc1nc(-c2ccc(F)cc2)oc1NCc1ccco1 | -0.24 | -4
Cc1ccc(C2C(C#N)=C3N=C(N)c4ccccc4N3C3=C2C(=O)CCC3)cc1 (configuration not stated) | 0.034 | -6
CC12CCC(C(=O)Nc3ccncc3)(CC1O)C2(C)C (configuration not stated) | -0.58 | 2
CCc1cccc(C)c1NC(=O)CC(C)(C)CC(=O)O | 0.42 | -17
Cc1cccc2[nH]c3c(N4CC=C(c5ccc(F)cc5)CC4)ncnc3c12 | 0.067 | -4
Cc1cc(C)c(O)c(-c2cc(C(=O)Nc3c(C)n(C)n(-c4ccccc4)c3=O)[nH]n2)c1 | -0.31 | 6
N#CC(=C=[N-])c1nc2ccccc2nc1-[n+]1cccc(NC(=O)c2cccs2)c1 | 0.23 | -18
O=C(NCc1ccc(Cl)cc1)c1ccc(CSc2nc3ccncc3[nH]2)cc1 | -1.6 | 6
O=c1[nH]nc(SCc2nnc(-c3cccc(Cl)c3)o2)n1C1CCCCC1 | -0.058 | 7
Cc1nc([N+](=O)[O-])cn1CC(O)c1ccc(-c2ccccc2)cc1 (configuration not stated) | 0.024 | -14
COc1cc(C(=O)N=c2sc3c(C)ccc(OC)c3n2C)cc(OC)c1OC | 0.76 | -15
Cc1ccc(-c2nn(-c3ccccc3)cc2/C=N/n2c(-c3cccs3)n[nH]c2=S)cc1 | -0.037 | -5
COc1ccc(NC(=O)c2cc(S(=O)(=O)N3CCCC3)oc2C)cc1 | -0.45 | -7
O=C1/C(=C/c2cccc(O)c2)SC(=S)N1CC1CCCO1 (configuration not stated) | -0.8 | -8
CCNC1CCS(=O)(=O)C1 (configuration not stated) | 0.48 | 8
COCCNC(=O)C1CCN(S(=O)(=O)c2c(C)noc2/C=C/c2cccs2)CC1 | 0.42 | 5
COC(=O)c1sc(-c2ccc(Cl)cc2)cc1NC(=O)c1ccccc1C(=O)O | 1.7 | -2
CCOP(=O)(OCC)C(Nc1cccc([N+](=O)[O-])c1)c1ccc(N(C)C)cc1 (configuration not stated) | 0.26 | 3
CCOC(=O)N1CCC(NS(=O)(=O)c2ccc(C#N)cc2)CC1 | 1.4 | -3
CC1S/C(=N\N=C\c2cccc([N+](=O)[O-])c2)N(C(C)(C)C)C1=O (configuration not stated) | 0.37 | -22
CC(C)c1ccc[n+](-c2nc([O-])sc2C=O)c1 | 0.13 | 0
Cc1ccccc1C1C(C#N)=C2N=C(N)c3ccccc3N2C2=C1C(=O)CCC2 (configuration not stated) | 0.0014 | -1
Cn1nc(NC(=O)CC23CC4CC(CC(C4)C2)C3)c2c(F)cccc21 | -1.1 | -6
Cc1nn(C)c(C)c1NC(=O)/C(C#N)=C\N(C)C | 0.64 | 2
O=C(Nc1cccc(Cl)c1)Nc1sccc1-c1nc2ccccc2s1 | 0.061 | 12
CC(C)(C)SCCNS(=O)(=O)c1ccc(C#N)cc1 | 0.092 | 3
O=C(NC(=S)NNC(=O)c1cnccn1)c1ccc(Cl)cc1 | 1.2 | 12
Cc1nccnc1Sc1ccccc1 | -0.47 | 1
CC1=NNC(=O)C1CC(=O)N/N=C/c1cccs1 (configuration not stated) | 0.14 | -11
CC(C)(C)C(=O)O/N=C(\N)c1c(Cl)cccc1Cl | 0.14 | -12
COc1ccc2[nH]c(C(=O)N(Cc3ccccn3)Cc3ccccn3)cc2c1 | 0.061 | -6
CN(CC(=O)Nc1ccc(N2CCOCC2)cc1)C(=O)COc1ccccc1F | -0.61 | -5
O=C(O)c1ccc(-c2nc(-c3ccccc3)c(-c3cccs3)[nH]2)cc1 | 2.1 | -7
O=C(O)COc1ccc(Br)cc1CP(=O)(c1ccccc1)c1ccccc1 | 0.0046 | 2
NNC(=O)Cn1c(-c2ccccc2)cc(=O)n2ncnc12 | 0.78 | 9
CCOC(=O)Cn1cc(C#N)c(=O)[nH]c1=O | -0.28 | -10
COc1cccc(-c2nc(-c3ccc(Br)o3)no2)c1 | -0.83 | -4
Cc1cc(Nc2ccc(F)c(F)c2)nc(-c2ccccc2O)n1 | 0.25 | 2

3 entries from above, sorted by the number in ROMK primary, highest first:
| Molecule | ROMK primary |
| --- | --- |
| NNC(=O)Cn1c(-c2ccccc2)cc(=O)n2ncnc12 | 0.78 |
| CC(C)(C)C(=O)O/N=C(\N)c1c(Cl)cccc1Cl | 0.14 |
| Cc1nccnc1Sc1ccccc1 | -0.47 |

(more compounds)
SMILES | ROMK primary | S1P3 antagonist
CC(C)(C)OC(=O)N1CCCN(C(=O)Nc2ccc(C(F)(F)F)cc2)CC1 | -0.63 | -1
Cc1ccc(/C=C2\SC(=S)N(CCC(=O)NNC(=O)c3ccncc3)C2=O)cc1 | 0.078 | 7
CC(=O)NCCc1nc2ccccc2n1CCOc1cccc(C)c1 | 0.081 | -10
Nc1ncnc2c1ncn2C1OC(CO)C(O)C1N (configuration not stated) | -0.41 | 2
CCOC(=O)NC1=NCC(C)S1 (configuration not stated) | 0.45 | 9
NC(CO)C12CC3CC(CC(C3)C1)C2 (configuration not stated) | -0.54 | 17
O=C(/C=C/c1ccco1)NCC1OCCc2ccccc21 (configuration not stated) | 0.61 | 12
Cc1ccc(C(=O)N/N=C\c2ccc(-c3ccc(Cl)cc3)o2)cn1 | 1.2 | -2
CN1CCN(c2oc(/C=C/c3ccccc3)nc2C#N)CC1 | -0.076 | 12
Cc1ccc(-c2cc(-c3c(C)nn(C)c(=O)c3N)[nH]n2)cc1 | 0.076 | -8
Cc1ccc(Cc2c(C)[nH]c(=S)[nH]c2=O)cc1 | -1.3 | -4
CC(/C=N/NC(=O)c1nnn(-c2nonc2N)c1CN(C)C)=C\c1ccco1 | 0.29 | 4
CCc1nc(SCC(=O)c2ccccc2)c2c(=O)n(C)c(=O)n(C)c2n1 | -0.24 | 10
O=C(O)CC(NNC(=O)c1ccccc1)C(=O)Nc1cccc([N+](=O)[O-])c1 (configuration not stated) | 0.14 | 6
Nc1c(C(=O)N/N=C/c2ccc(OCc3ccccc3)cc2)cnn1-c1ccccc1 | -13* | -6

Part of the list above in another layout:
| mol | ROMK primary | S1P3 antagonist |
| --- | --- | --- |
| Cc1ccc(-c2cc(-c3c(C)nn(C)c(=O)c3N)[nH]n2)cc1 | 0.076 | -8 |
| Cc1ccc(Cc2c(C)[nH]c(=S)[nH]c2=O)cc1 | -1.3 | -4 |
| CC(/C=N/NC(=O)c1nnn(-c2nonc2N)c1CN(C)C)=C\c1ccco1 | 0.29 | 4 |
| CCc1nc(SCC(=O)c2ccccc2)c2c(=O)n(C)c(=O)n(C)c2n1 | -0.24 | 10 |
| O=C(O)CC(NNC(=O)c1ccccc1)C(=O)Nc1cccc([N+](=O)[O-])c1 (configuration not stated) | 0.14 | 6 |

The list goes on:
SMILES | ROMK primary | S1P3 antagonist
COc1ccc(NS(=O)(=O)c2cn(C)c(=O)n(C)c2=O)cc1 | -0.72 | -7
CC(C)c1ccc(N)c(S(=O)(=O)O)c1 | -0.61 | 2
S=C(NCCc1ccccc1)Nc1c(Cl)cccc1Cl | -0.14 | -21
COc1ccc(NC(=O)C(Cc2ccccc2)n2cccc2)cc1OC (configuration not stated) | -0.46 | -17
CCOn1c(=O)c(=O)n(OC)c2ccccc21 | -0.32 | 3
CC1CCN(c2c(NCC3CCC(C(=O)NCCc4ccc(Cl)cc4)CC3)c(=O)c2=O)CC1 (configuration not stated) | 0.77 | 2
CC(=O)NCC1(O)CCCC(C)C1 (configuration not stated) | 0.38 | -15
CC(=O)c1ccc(NC(=O)C(Cc2ccccc2)n2cccc2)cc1 (configuration not stated) | 0.24 | 13
Cc1ccc(/C=C/C(=O)O)cc1S(=O)(=O)Nc1ccc(C(=O)O)cc1 | 0.19 | 19
O=C(CN(Cc1ccco1)C(=O)CNS(=O)(=O)c1ccc(Cl)cc1)NCC1CCCO1 (configuration not stated) | -0.26 | 2
Cc1ccc2nc(-c3cc(-c4ccccc4)no3)cn2c1 | 0.42 | 1
O=C1CSC(=S)N1/N=C/c1cccnc1 | 0.15 | -1
Cc1ccc(-c2nc3c(c(=O)c4ccccc4n3C)c(=O)n2Cc2ccco2)cc1 | 0.66 | -12
Cc1ccc2[nH]c3c(c2c1)CN(C(=O)CN1CCCCC1)CC3 | -0.27 | 1

ROMK primary: hit marks shown above.
SMILES | ROMK primary | S1P3 antagonist
Nc1c(C(=O)N/N=C/c2ccc(OCc3ccccc3)cc2)cnn1-c1ccccc1 | -13* | -6

These rows are one share of the data, so the mix of outcomes need not match the whole.
